Screening results deposited in PubChem by The Scripps Research Institute Molecular Screening Center.
Pf gamet viab = late stage P. falciparum gametocyte viability inhibitors, primary screen, ATP luminescence, HTS; P. falciparum stage V gametocytes, 24 h; inhibition, % at 10.9 µM; actives 0.065% (n = 150,000);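 active means inhibition above the mean plus 3 SD of compounds within the control limits, set per campaign, cut at about 38% in these data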;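 further: 0% = DMSO wells and 100% = medium only without gametocytes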
Starred values were filed as active, the others as inactive.

#	structure	Pf gamet viab
1	CCOC(=O)c1ccc(NC(=O)NCCc2cnc[nH]2)cc1	15.0
2	C[C@H]1COC(=O)[C@@H](CC(=O)OC(C)(C)C)C/C=C\C[C@@H](CC(=O)N(CCO)Cc2ccccc2)C(=O)N1	15.0
3	Cc1cccc(Nc2nc(-c3sc(C)nc3C)cs2)c1	8.2
4	COc1cccc(CNC(=O)c2ccccc2-c2ccccc2C(=O)O)c1	12.4
5	COc1ccc(C(=O)NNS(=O)(=O)c2ccccc2)cc1OC	-1.4
6	COc1cc(OC)cc(-c2cc3ccc(F)cc3cn2)c1	24.1
7	COc1ccc(S(=O)(=O)N2CCOCC2)c2ccccc12	1.4
8	C[C@H](CO)N1C[C@H](C)[C@@H](CN(C)C(=O)Nc2ccccc2)Oc2c(NC(=O)NC3CCCCC3)cccc2C1=O	14.4
9	COc1cc(C(C)=O)ccc1OCC(O)CN1CCN(c2ccccc2)CC1 (stereo unspecified)	-13.5
10	C=CCn1c2ccccc2c2n[nH]c(=S)nc21	-4.0
11	CCOC(=O)COc1ccccc1/C=N/Nc1nnc2c3ccccc3n(C)c2n1	-20.6
12	Clc1ccccc1N1CCN(Cc2ccco2)CC1	11.9
13	COc1cccc2cc(C(=O)NCc3ccccc3Cl)c(=O)oc12	12.3
14	CCN(CC)CCn1c(/N=C/c2ccc(OC)c(OC)c2)nc2ccccc21	15.8
15	Cc1cc(=O)[nH]c(SCc2ccccc2)n1	-8.1
16	CCOC(=O)c1sc(SCc2ccccc2)c2c1CC(C)(C)CC2=O	-29.9
17	Cn1c(=O)c2c(nc(CN3CCN(c4ccccc4)CC3)n2CCN2CCOCC2)n(C)c1=O	-14.4
18	CCN(CC)C(=O)c1ccc(S(=O)(=O)c2ccccc2)cc1	-13.0
19	COc1ccc(Br)cc1/C=N/Nc1ccccn1	-10.5
20	CCOC(=O)Cc1csc(NS(=O)(=O)c2cc(Cl)ccc2Cl)n1	-11.5
21	Cc1ccc(C(C)NC(=O)c2ccc3c(c2)OCCO3)cc1C (stereo unspecified)	7.2
22	COc1ccc2c(O)c(-c3c(C)cc(C)cc3C)c(=O)[nH]c2c1	15.4
23	O=C1CC[C@@H](O)CCN1CC[C@H](Sc1ccc(Br)cc1)c1ccccc1	25.6
24	O=C(NCCCCc1ccccc1)c1cc([N+](=O)[O-])cc([N+](=O)[O-])c1	21.6
25	CC(C)(C)NC(=O)C1CC(=O)N(CCc2ccc(F)cc2)C1 (stereo unspecified)	-11.1
26	CCN1C(=O)N[C@@H](CCc2ccccc2)C(C(C)=O)=C1C	-0.4
27	O=C(NCC1CCCO1)c1cccc(C(=O)NCC2CCCO2)c1 (stereo unspecified)	-28.8
28	C=CCC1NS(=O)(=O)OC(COC)C1C (stereo unspecified)	-12.5
29	CCOc1ccc(C(=O)Nc2ccc3c(c2)OCCO3)cc1	-2.7
30	Oc1ccc(Cl)cc1CNCc1ccc(Cl)cc1	14.9
31	COc1ccc(-c2ccc3oc(-c4ccc(OC)cc4)c(C#CCO)c3c2)cc1	10.4
32	COc1ccc(NC(=O)Nc2cccc3c2O[C@H](CN(C)C(=O)NC(C)C)[C@@H](C)CN([C@H](C)CO)C3=O)cc1	1.1
33	Cc1oc(/N=C/c2ccc(F)cc2)c(C#N)c1C	2.8
34	CCC(=O)Nc1ccccc1N1CCN(c2ccc(F)cc2)CC1	-2.0
35	CCCCCCSc1cccc(-c2nc3ccc(Cl)cn3c2NCCCC)c1	-2.7
36	O=C(Nc1ccccc1O)c1cccc(NC(=O)c2ccco2)c1	8.4
37	CCOC(=O)[C@H]1[C@H]2COc3ccc(OC)cc3[C@@H]2N2C(=O)CN(Cc3ccccc3)C(=O)[C@@]12C	0.6
38	CCN1C(=O)N[C@@H](c2ccccc2)[C@@H](C(=O)OC)[C@H]1C	13.4
39	COc1ccc(C2/C(=C(/O)c3ccccc3)C(=O)C(=O)N2CCCN2CCOCC2)cc1 (stereo unspecified)	-16.0
40	O=C(Nc1ccc2[nH]ncc2c1)c1cccc(F)c1	-9.8
41	CCCOc1ccc(C(=O)NNC(=S)NC(=O)c2ccccc2[N+](=O)[O-])cc1	14.3
42	Cc1ccc(OCC(=O)Nc2cc(NC(=O)COc3ccc(C)cc3)cc(C(=O)O)c2)cc1	9.2
43	Cc1ccc(O)c(NC(=S)NC(=O)Cc2ccc(Cl)cc2)c1	-3.0
44	Cc1cc(C)c2oc(-c3cccc(N)c3)nc2c1	-22.5
45	Cc1cc(=O)[nH]c(NCc2ccc(Cl)cc2)n1	-21.2
46	COC(=O)C[C@H]1c2cc(C(F)(F)F)ccc2S(=O)(=O)N1Cc1ccc(OC)cc1	2.7
47	Cc1cccc(C)c1NC(=O)CN(C1CCCCC1)S(C)(=O)=O	5.9
48	CCOc1ccccc1/C=N/N1CCN(Cc2ccccc2)CC1	5.4
49	CCCCOn1c(C)c(C(=O)OCC)c2c3nonc3ccc21	-10.5
50	CS(=O)(=O)c1ccc2nc(NC(=O)c3cc([N+](=O)[O-])cc([N+](=O)[O-])c3)sc2c1	12.9
51	CCOC(=O)C1=C(C)N(CCCCCC(=O)O)C(=O)NC1c1ccccc1OS(=O)(=O)c1ccc(C)cc1 (stereo unspecified)	-3.3
52	Cc1nc(=O)c(-c2ccccc2)c(C)n1-c1ccccc1Cl	-3.2
53	CC(=O)c1cccc(NC(=O)c2cccc(NC(=O)c3ccco3)c2)c1	18.3
54	CC1(C(=O)N2CCC(CC3CC(c4cccc(Br)c4)=NO3)(C(=O)NCC3CCCCC3)CC2)CC1 (stereo unspecified)	-2.1
55	C=C[C@@H]1c2ccccc2N(S(=O)(=O)c2ccc(C)cc2)[C@H](c2ccc(OC(C)=O)cc2)C1(C#N)C#N	-5.1
56	COc1cccc(Nc2nc(-c3cccnc3)cs2)c1	21.3

Other entries:
#	structure	Pf gamet viab
57	CCOC(=O)CCN	4.2
58	CC(=O)N1Cc2[nH]c3ccccc3c2CC1C(=O)O (stereo unspecified)	8.8
59	Cc1csc(CNc2ncnc3ccc(-c4ccc5c(c4)OCO5)cc23)c1	6.4
60	CN(Cc1ccccc1)CC1CCCN(CCc2ccccc2F)C1 (stereo unspecified)	-13.8
61	O=C(CC(=O)c1ccccc1)Nc1ccccc1	-0.4
62	COc1cc(OC)cc(-c2c(-c3ccc(F)cc3)c3cc(-c4cccc5[nH]ccc45)ccc3n2C)c1	-12.4
63	Cc1cccc(Nc2cc(=O)n(C)c(=O)[nH]2)c1	-31.4
64	O=C(O)c1cccc(NC(=O)c2cn(-c3ccccc3)nc2-c2ccc(F)cc2)c1	3.4

A different layout for some results above:
58) CC(=O)N1Cc2[nH]c3ccccc3c2CC1C(=O)O (stereo unspecified)
  Pf gamet viab: 8.8
59) Cc1csc(CNc2ncnc3ccc(-c4ccc5c(c4)OCO5)cc23)c1
  Pf gamet viab: 6.4

The listing continues:
#	structure	Pf gamet viab
65	Cc1cc(NC(=O)c2ccc(F)cc2)no1	1.2
66	CC1(C)OC2CCN3C(C(O)COS3(=O)=O)C2O1 (stereo unspecified)	-21.2
67	Cn1nc(C(=O)Nc2ccccc2Cl)cc1C(=O)Nc1ccccc1Cl	-24.3
68	COCCC(=O)Nc1c(-c2ccccc2)c2cc(Br)ccc2[nH]c1=O	20.8
69	C=C[C@H](CC(C)C)N(Cc1ccccc1)S(=O)(=O)N(Cc1ccc(OC)cc1)[C@H](C=C)CC(C)C	8.3
70	CCc1ccc(NC(=O)CC2C(=O)N(c3cccc(OC)c3)C(=O)N2CCOC)cc1 (stereo unspecified)	5.1
71	Cc1sc(-c2c(C#N)c(N)nc3c2CCCCCC3)cc1[N+](=O)[O-]	-12.4
72	CCOC(=O)C1CCCN(CCSc2ccc(C)cc2)C1 (stereo unspecified)	-7.8
73	C/C(=N\Nc1nc(C)cc(-c2ccccc2)n1)c1ccc(O)cc1	0.7
74	O=C(N/N=C/c1ccc(O)c(O)c1)C1CC1	-24.9
75	COc1ccc(OCCOCCN2CCN(C)CC2)cc1	11.9
76	CC(C)(C)c1cc(NS(=O)(=O)c2cccs2)no1	13.6
77	Cc1cc(NC(=O)c2ccccc2C)no1	-12.3
78	CCOc1ccc(CNC2CCCCCCC2)cc1OC	4.5
79	COC(=O)C(CC(=O)c1ccc(C)cc1)n1cccn1 (stereo unspecified)	-5.6
80	O=C(NC1CCN(Cc2ccccc2)CC1)c1ccccc1Cl	9.6
81	CCCCOc1ccc(C(=O)NN2CCOCC2)cc1	12.8
82	O=C(Nc1ccccc1F)Nc1cccnc1Cl	12.9
83	Cc1ccc(C(=O)NC(=S)N(C)Cc2ccccc2)cc1	-17.9
84	CCN1CCN(C(=O)CSc2ccc(C)cc2)CC1	3.2
85	COc1ccc(CNC(=O)CCCC(=O)Nc2cccc(Br)c2)cc1	12.5
86	C=CCC[C@H](Cc1ccc(F)cc1)C(=O)OC[C@@H](NC(=O)[C@H](CC=C)CC(=O)NCCO)c1ccccc1	13.6
87	COc1ccc(C(=O)NC2CC3CCCC(C2)N3CC(C)C)cc1 (stereo unspecified)	11.6
88	CNC(=O)c1ccc(-c2cc3onc(-c4ccccc4)c3c(=O)n2C)cc1	23.4

A different layout for part of the listing above:
#83 Cc1ccc(C(=O)NC(=S)N(C)Cc2ccccc2)cc1
  Pf gamet viab = -17.9
#85 COc1ccc(CNC(=O)CCCC(=O)Nc2cccc(Br)c2)cc1
  Pf gamet viab = 12.5
#86 C=CCC[C@H](Cc1ccc(F)cc1)C(=O)OC[C@@H](NC(=O)[C@H](CC=C)CC(=O)NCCO)c1ccccc1
  Pf gamet viab = 13.6
#81 CCCCOc1ccc(C(=O)NN2CCOCC2)cc1
  Pf gamet viab = 12.8

(next part)
#	structure	Pf gamet viab
89	COc1ccc(CN(CCNC(=O)CCCCC(=O)NCCN(Cc2ccc(OC)cc2)C(C)C)C(C)C)cc1	9.5
90	O=C(N[C@@H]1C/C=C\C[C@@H](CC(=O)N(CCO)Cc2ccccc2)C(=O)NC[C@H](c2ccccc2)OC1=O)OCC1c2ccccc2-c2ccccc21	-18.5
91	O=C(CCNS(=O)(=O)c1ccccc1)Nc1ccccc1	-1.2
92	COc1ccc(-c2c(-c3cc(OC)cc(OC)c3)n(C)c3ccc(-c4ccc(SC)cc4)cc23)cc1	6.4
93	CCN1C(=O)[C@H]2[C@@H](c3ccc(C)cc3)N3C(=O)N(c4cccc(C)c4)C(=O)[C@@]3(Cc3ccccc3)[C@H]2C1=O	-3.4
94	O=C(N/N=C/c1cccc2ccccc12)c1ccncc1	2.8
95	O=C(Nc1ccc(Cl)cc1Cl)c1ccc(Br)o1	0.6
96	O=C1NCCOC(=O)[C@H](Cc2ccc(F)cc2)CC/C=C/C[C@H]1CC(=O)N(CCO)Cc1ccccc1	6.3
97	COC(=O)c1ccc(Oc2nc3ccccc3n3c(C)nnc23)cc1	5.1
98	CCOc1ccc(NC(=O)c2ccccc2NC(=O)c2cccnc2)cc1	2.1
99	Cc1sc2nc[nH]c(=O)c2c1-c1ccc(Cl)cc1	16.9
100	CC(=O)c1cccc(N=Cc2c(O)ccc3ccccc23)c1	7.8
101	COC(=O)c1ccc(CN2C(=O)c3ccccc3C2=O)cc1	-24.4
102	COc1cccc(C2=CC(=O)CC(C)(C)C2)c1OC	0.2
103	Cc1nnc(Sc2nc3c(c(=O)n(C)c(=O)n3C)n2Cc2ccccc2Cl)s1	-2.9
104	C1CCc2c(c(N3CCOCC3)nc3sc4c(N5CCOCC5)nnnc4c23)C1	6.1
105	CNC(=O)CSc1nc2cccnc2n1-c1ccc(F)cc1	4.3
106	CCOCCCN(C(=O)c1snc(C(N)=O)c1N)C(C(=O)NCCC(C)C)c1ccc(Cl)cc1 (stereo unspecified)	-5.5
107	Cc1ccc(C)c(NC(=O)c2cc(C)nc3ccccc23)c1	22.7
108	COc1ccc(OCc2cc(=O)c3ccc4c(c3o2)C=CC(C)(C)O4)cc1OC	-24.7
109	O=C1CC(N2CCN(c3ccc(F)cc3)CC2)C(=O)N1c1ccc(F)cc1 (stereo unspecified)	7.0
110	O=c1oc(CCCO)cc2ccc(C#Cc3ccsc3)cc12	22.0
111	NN=C(c1cccc([N+](=O)[O-])c1)c1cccc([N+](=O)[O-])c1	-9.1
112	COC(=O)C1=C(C(=O)OC)[C@@H]2N(C)c3ccc(OC)cc3[C@@]23C[C@@H](C(=O)OC)N(C(=O)NC2CCCCC2)C3=N1	0.0
113	NS(=O)(=O)c1ccc(NC(=O)Cc2cccs2)cc1	3.2
114	O=C(C[C@@H]1C/C=C/CC[C@H](Cc2ccc(F)cc2)C(=O)OC[C@@H](Cc2ccccc2)NC1=O)N[C@H](CO)Cc1ccccc1	6.8
115	COC(=O)C1=C(C)N(CCCC(=O)O)C(=O)NC1c1ccc(Br)cc1 (stereo unspecified)	18.9
116	COc1ccc([C@H]2CC(=O)C=C(c3ccc(C)cc3)C2)cc1OC	-7.4
117	Cc1ccc(C)c(N2CCN(S(=O)(=O)CC34CCC(CC3=O)C4(C)C)CC2)c1 (stereo unspecified)	29.2
118	COc1ccc(-c2c(C#Cc3ccsc3)c3cc(-c4ccc5cc[nH]c5c4)ccc3n2C)cc1	19.1
119	O=C(NCc1ccc(Cl)cc1)C1CCCN1C(=O)Nc1ccc(F)cc1 (stereo unspecified)	11.0
120	Fc1ccc(CNCc2ccc3c(c2)OCO3)cc1	16.9
121	Oc1cc(Nc2ccncc2)cc2cccnc12	-137.4
122	COCCN1C(=O)N(c2cccc(OC)c2)C(=O)C1CC(=O)Nc1ccc(OC)cc1 (stereo unspecified)	11.6
123	CC[C@@H](C)[C@@H]1CN([C@@H](C)CN2CCC[C@H]2CN2C(N)=NC[C@@H]2Cc2ccccc2)C(=N)N1CCCC1CCCC1	-13.9
124	O=S(=O)(c1ccccc1)C1(C2CC(c3ccccc3)=NO2)CC(O)C1 (stereo unspecified)	-5.6
125	CCN(CC)C(=O)c1ccc(COc2ccc(Cl)c(C)c2)o1	-18.3
126	O=c1ccc(-c2ccccc2)nn1Cc1ccccc1F	-6.2
127	CN(C)CCCN1C(=O)C(O)=C(C(=O)c2cc3ccccc3o2)C1c1ccccn1 (stereo unspecified)	-1.5

This is a subset; rates above refer to the full screens.
